Compound activity (PubChem)
NR1D1 modulator: modulators of Rev-erb alpha DNA binding, primary screen, biochemical, FITC-DNA, fluorescence polarization, uHTS; actives 0.79% (n = 370,000); Rev-erbα–FITC-DNA binding, 90 min; activity, % at 10 µM; Nuclear receptor subfamily 1 group D member 1 (Homo sapiens), P20393;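 active means activity above about 14%, limit read from the data; passing the limit was not always enough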;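 further: 0% = DMSO wells with 35 nM protein and 100% = DMSO wells with 750 nM protein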
PLCb3 inh: human PLC-beta3 inhibitors, primary screen, biochemical, fluorescence. 1-phosphatidylinositol 4,5-bisphosphate phosphodiesterase beta-3 (Homo sapiens), Q01970. Purified PLC-beta3, fluorogenic substrate. inhibition, % at 12.2 µM. actives 0.18% (n = 370,000). AID 720704, 2013; in the data active means inhibition above about 11%;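 further: 0% = median of compound wells on plate and 100% = full blocker control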
UHRF1 MBD2 ctr: UHRF1 methylated DNA binding inhibitors, primary screen, counter-screen for MBD2 inhibitor project, biochemical, TR-FRET, human UHRF1, single concentration; E3 ubiquitin-protein ligase UHRF1 (Homo sapiens), Q96T88; UHRF1 binding to methylated oligo; inhibition, % at 4.4 µM; actives 0.75% (n = 370,000); in the data active means inhibition above about 21%;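 further: UHRF1 SRA domain binding a hemimethylated CpG hairpin DNA probe; 0% = median of test compound wells and 100% = reference inhibitor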
HGIII-sPLA2 inh: human group III sPLA2 inhibitors, primary screen, biochemical, QFRET, BODIPY PC-A2 liposome substrate; QFRET BODIPY PC-A2 liposome hydrolysis, fluorescence; inhibition, % at 12.2 µM; AID 743126, 2013; actives 0.56% (n = 370,000); Group 3 secretory phospholipase A2 (Homo sapiens), Q9NZ20;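 active means inhibition above mean plus 3 SD of compounds lying within the high and low control bounds, cut at about 19% in these data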;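 further: 0% = median of test compound wells and 100% = no enzyme DMSO wells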
Target sequence (Q9NZ20 whole entry, looked up): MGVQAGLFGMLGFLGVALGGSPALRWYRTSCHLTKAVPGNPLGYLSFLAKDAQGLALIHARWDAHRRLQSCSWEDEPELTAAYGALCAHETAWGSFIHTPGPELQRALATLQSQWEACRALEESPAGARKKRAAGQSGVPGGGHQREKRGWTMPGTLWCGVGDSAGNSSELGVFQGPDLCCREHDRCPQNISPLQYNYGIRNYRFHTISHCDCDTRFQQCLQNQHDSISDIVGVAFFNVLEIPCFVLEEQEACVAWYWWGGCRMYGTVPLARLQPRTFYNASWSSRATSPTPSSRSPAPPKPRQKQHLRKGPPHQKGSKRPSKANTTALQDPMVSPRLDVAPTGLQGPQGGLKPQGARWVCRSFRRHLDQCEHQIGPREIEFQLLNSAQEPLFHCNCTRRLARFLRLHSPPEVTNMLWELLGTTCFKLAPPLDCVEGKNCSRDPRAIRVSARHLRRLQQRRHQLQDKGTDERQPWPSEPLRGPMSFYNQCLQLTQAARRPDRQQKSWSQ
PLC-gamma1 inh: PLC-gamma1 enzyme inhibitors, primary screen, biochemical, fluorescence, purified enzyme. AID 720700, 2013. inhibition, % at 12.2 µM. 1-phosphatidylinositol 4,5-bisphosphate phosphodiesterase gamma-1 (Homo sapiens), P19174. fluorogenic substrate. actives 0.84% (n = 370,000); in the data active means inhibition above about 9.5%
ASAP1 GAP inh: inhibitors of human ASAP1 ArfGAP activity, primary screen, biochemical, fluorescence polarization; Arf-GAP with SH3 domain, ANK repeat and PH domain-containing protein 1 (Homo sapiens), …; ASAP1-stimulated ARF1 GTP hydrolysis, GDP FP detection; inhibition, % at 16.5 µM; actives 0.19% (n = 360,000); in the data active means inhibition above about 25%;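 further: 0% = vehicle with enzyme and substrate and 100% = no enzyme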
proKLK7 act: proKLK7 zymogen activators, primary screen, biochemical, fluorescence intensity; activation, % at 7 µM; actives 0.9% (n = 370,000); purified proKLK7, EDANS-DABCYL substrate fluorescence; 100% is mature enzyme control, 0% vehicle; Kallikrein-7 (Homo sapiens), P49862; AID 652039, 2013;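 active means activation above the mean of all tested compounds plus 3 SD, computed per campaign excluding outliers beyond control limits, cut at about 13% in these data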
Target sequence (P49862 whole entry, looked up): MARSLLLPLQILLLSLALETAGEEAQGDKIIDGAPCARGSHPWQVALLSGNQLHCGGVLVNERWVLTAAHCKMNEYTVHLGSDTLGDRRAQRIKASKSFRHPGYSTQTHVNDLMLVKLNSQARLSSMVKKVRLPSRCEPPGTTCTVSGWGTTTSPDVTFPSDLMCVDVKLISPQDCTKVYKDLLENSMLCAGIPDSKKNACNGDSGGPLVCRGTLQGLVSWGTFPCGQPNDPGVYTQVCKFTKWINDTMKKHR
DDE Tn7 FP inh: inhibitors of Tn7 peptide binding to fibrin DD(E), primary screen, biochemical, fluorescence polarization, human fibrin, Tn7 probe; FP displacement of FITC-Tn7 peptide from fibrin DD(E); 0% = median of compound wells per plate; inhibition, % at 8.3 µM; actives 0.13% (n = 370,000); AID 720508, 2013;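 active means inhibition above the mean of compounds falling within the control limits plus 3 SD of them, cut at about 14% in these data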;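 further: 0% = plate median of compound wells and 100% = 10 µM Aha-Tn7 peptide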
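Assay system: human fibrin DD(E) protein / Input: 2 µM fibrin DD(E) / Benchmarks: high control of 10 µM Aha-Tn7 peptide / Measured by: fluorescence polarization of the labelled Tn7 tracer / Medium: Tris buffer with calcium and detergent, pH 7.8 / Timing: 10 min compound pre-incubation, 3 h probe incubation at room temperature / Repeats: one replicate per compound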
Tn6 DDE FP: inhibitors of Tn6 peptide binding to fibrin DD(E), primary screen, biochemical, fluorescence polarization, human fibrin, Tn6 probe; Fibrin DD(E) TRITC-Tn6 fluorescence polarization displacement; inhibition, % at 8.3 µM; Fibrinogen beta chain (Homo sapiens), P02675; actives 0.21% (n = 370,000);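 active means inhibition above a per-campaign cutoff: mean of compounds within control limits plus 3 SD, cut at about 15% in these data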;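 further: 0% = median of all compound wells on the plate and 100% = blocking peptide control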
ARFGAP1 inhibitor: inhibitors of rat ARFGAP1 GAP activity, primary screen, biochemical, fluorescence polarization, GDP tracer. ADP-ribosylation factor GTPase-activating protein 1 (Rattus norvegicus), Q62848. Arfgap1-stimulated ARF1 GTP hydrolysis, GDP FP detection. actives 0.26% (n = 360,000). AID 651572, 2012. inhibition, % at 16.5 µM;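 active means inhibition above a per-plate limit, mean inhibition of low control wells plus 3 SD, cut at about 25% in these data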;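 further: 0% = DMSO wells with enzyme and 100% = wells lacking Arfgap1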
Target sequence (Q62848 1-136 limits assumed): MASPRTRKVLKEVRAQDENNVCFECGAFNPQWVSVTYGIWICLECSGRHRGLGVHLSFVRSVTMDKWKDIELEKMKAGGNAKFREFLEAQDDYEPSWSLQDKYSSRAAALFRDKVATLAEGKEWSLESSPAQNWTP
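Assay system: purified rat His6-Arfgap1 residues 1-136 (GAP domain); Reagent: human Δ17 ARF1 bound to GTP; Dosing: 16.5 µM single point, 1.26% DMSO; Times: GTP hydrolysis reaction 2 h at 25 °C; Signal: FP, GDP Alexa 633 tracer displaced from anti-GDP antibody, 620/688 nm; Measure: % inhibition from polarization.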
* = called active by the depositor; . = no result given; & = joins results of further samples. These rows are one share of the data. The share of hits here may be higher or lower than overall.

The first 10 compounds as a preview:
SMILES	NR1D1 modulator	PLCb3 inh	UHRF1 MBD2 ctr	HGIII-sPLA2 inh	PLC-gamma1 inh	ASAP1 GAP inh	proKLK7 act	DDE Tn7 FP inh	Tn6 DDE FP	ARFGAP1 inhibitor
Cc1ccc2c(c1)C(c1ccccc1)NCC(=O)N2 (stereo not drawn)	-3	1	0	8	2	-14	-0.7	2	-3	3
CC(=O)OC1CCC2(/C=N/O)C(=CCC3C4CCC(=O)C4(C)CCC32)C1 (stereo not drawn)	0	-4	-2	1	1	-10	0.2	-2	2	3
Cc1ccc(C2N(c3cc(C)on3)C(=O)C3CCCN32)cc1 (stereo not drawn)	-3	-1	2	3	0	-17	0.1	4	-2	16
Cc1cc(OCC(=O)N2CCC(C(=O)NCC(C)C)CC2)c2c3c(c(=O)oc2c1)CCCC3	24	-8	-1	-1	-4	-7	-0.1	-1	0	7
O=C1Nc2ccc(Br)cc2C(c2ccccc2)=NC1O (stereo not drawn)	6	-4	0	0	0	-4	-0.1	1	-1	-9
COc1ccc(C=C2C(=O)NC(=S)NC2=O)cc1	1	3	0	3	-2	0	-0.8	2	5	6
CC(C)COP(=O)(OCC(C)C)C(O)c1cccnc1 (stereo not drawn)	-1	0	5	-3	5	-4	-0.2	3	2	-3
Cc1nn(CCC#N)c2c1P(=S)(N1CCCC1)OC(c1ccc(F)cc1)=N2 (stereo not drawn)	-3	5	1	3	1	1	0.7	3	-2	8
Cc1cccc(C)c1NC1=NCCCS1	2&7	2	-2	5	2	8	0.8	2	-9	-9
COC(=O)C1=C(c2ccc(F)cc2OCc2ccccc2)C[C@@H]2CC[C@H]1N2C(=O)NCc1ccccc1Br	-3	1	1	4	-2	5	0.5	4	-7	-5

The whole of this part, repeating the preview:
SMILES	NR1D1 modulator	PLCb3 inh	UHRF1 MBD2 ctr	HGIII-sPLA2 inh	PLC-gamma1 inh	ASAP1 GAP inh	proKLK7 act	DDE Tn7 FP inh	Tn6 DDE FP	ARFGAP1 inhibitor
Cc1ccc2c(c1)C(c1ccccc1)NCC(=O)N2 (stereo not drawn)	-3	1	0	8	2	-14	-0.7	2	-3	3
CC(=O)OC1CCC2(/C=N/O)C(=CCC3C4CCC(=O)C4(C)CCC32)C1 (stereo not drawn)	0	-4	-2	1	1	-10	0.2	-2	2	3
Cc1ccc(C2N(c3cc(C)on3)C(=O)C3CCCN32)cc1 (stereo not drawn)	-3	-1	2	3	0	-17	0.1	4	-2	16
Cc1cc(OCC(=O)N2CCC(C(=O)NCC(C)C)CC2)c2c3c(c(=O)oc2c1)CCCC3	24	-8	-1	-1	-4	-7	-0.1	-1	0	7
O=C1Nc2ccc(Br)cc2C(c2ccccc2)=NC1O (stereo not drawn)	6	-4	0	0	0	-4	-0.1	1	-1	-9
COc1ccc(C=C2C(=O)NC(=S)NC2=O)cc1	1	3	0	3	-2	0	-0.8	2	5	6
CC(C)COP(=O)(OCC(C)C)C(O)c1cccnc1 (stereo not drawn)	-1	0	5	-3	5	-4	-0.2	3	2	-3
Cc1nn(CCC#N)c2c1P(=S)(N1CCCC1)OC(c1ccc(F)cc1)=N2 (stereo not drawn)	-3	5	1	3	1	1	0.7	3	-2	8
Cc1cccc(C)c1NC1=NCCCS1	2&7	2	-2	5	2	8	0.8	2	-9	-9
COC(=O)C1=C(c2ccc(F)cc2OCc2ccccc2)C[C@@H]2CC[C@H]1N2C(=O)NCc1ccccc1Br	-3	1	1	4	-2	5	0.5	4	-7	-5
c1cc2c(cc1NC1=NCCO1)CCCC2	-8	3	4	6	2	9	-0.2	3	6	1
COc1ccc(C(c2nnnn2-c2c(C)cccc2C)N2CCC3(CC2)C(=O)NCN3c2ccccc2)cc1 (stereo not drawn)	2	-2	-1	-9	1	12	-0.5	5	2	-1
COc1ccc(-n2c(O)c(C=NCCCn3ccnc3)c(=O)[nH]c2=O)cc1	5	2	-1	-2	-1	2	-0.2	1	8	-11
C[N+]1(C)[C@@H]2CC(OC(=O)[C@H](CO)c3ccccc3)C[C@H]1[C@@H]1O[C@@H]12 (stereo partly drawn)	-2&-2	1&-1	-2&2	-4&8	1&2	6&-17	0.1&0.4	0&8	1&0	5&-5
COc1ccc(CN2CCCC(C(=O)c3ccc(Cl)cc3)C2)c(O)c1 (stereo not drawn)	5	-2	-1	-15	2	8	0.2	3	-9	0
O=C(COc1ccccc1)N1CCN(CCN2C(=O)c3cccc4cccc(c34)C2=O)CC1	-4	-1	-1	1	0	-4	0.0	8	1	-12
Cc1cccc(NC(=O)CSc2nnc([C@@H](N)Cc3c[nH]c4ccccc34)o2)c1C	4	-7	-4	-22	-12	-2	0.1	-1	-5	6
COc1cc2c(cc1OC)C(C(=O)N(C)C1CCCCC1)C1CCCCN1C2=O (stereo not drawn)	3	0	-1	-1	-1	-17	0.1	4	-3	-7
CCN1C(=O)NC(=O)/C(=C\c2cn(CC(=O)N3CCCCC3)c3ccccc23)C1=O	1	-6	-7	6	0	5	0.2	2	7	4
C=CC[N+]1(C)CC[C@]23c4c5ccc(O)c4O[C@H]2C(=O)CC[C@@]3(O)[C@H]1C5 (stereo partly drawn)	1	3	3	6	2	4	0.2	2	-7	4
CC(c1ccccc1)n1cncc1C(=O)N1CCCC1=O (stereo not drawn)	-3	-1	1	2	-2	-8	0.2	-4	4	3
CC(C)CNC(=O)c1c(N)n(Cc2ccc3c(c2)OCO3)c2nc3ccccc3nc12	6	-148	-6	-14	-121	4	-2.7	-9	-2	14
O=C(N/N=C/c1c(O)n(-c2ccccc2)c(=S)[nH]c1=O)c1ccccc1	-1	-23	-4	-5	-11	-1	-1.2	3	0	-5
O=c1c2ccccc2nc(/C=C\c2ccccc2[N+](=O)[O-])n1-c1ccccc1O	8	-7	-8	-21	2	2	-0.3	4	1	3
Cc1ccccc1N1CCN(C2CCCN(C(=O)COc3ccccc3)C2)CC1 (stereo not drawn)	2	-7	1	-1	0	-7	0.3	-2	-1	4
CCCC(C)C1(CC)C(=O)NC(=Nc2ccccc2OC)NC1=O (stereo not drawn)	0	5	0	-2	3	3	-0.2	2	-9	9
O=C1NC(=O)C(=Cc2ccc(N3CCN(C(=O)c4ccccc4)CC3)c([N+](=O)[O-])c2)C(=O)N1	0	-2	-9	-2	-1	4	-0.3	-9	-6	6
CN1CC(C(=O)c2ccc(F)cc2)C(c2ccc(F)cc2)C1 (stereo not drawn)	-4	-7	1	-16	-1	-9	-0.1	3	6	-2
Cc1ccc(C(=O)O)cc1N=Nc1c(O)[nH]c(=O)[nH]c1=O	3	-3	2	1	-1	-10	-0.8	3	-2	4
BrCC1C[n+]2c(SCc3ccccc3)nc3sc4c(c3c2O1)CCCC4 (stereo not drawn)	1	-3	-3	-3	0	-1	1.2	-3	-1	10
CC(=Nc1ccc2c(c1)CCC2)c1c(O)n(-c2ccccc2)c(=O)[nH]c1=O	0	-14	7	16	3	3	0.0	-5	-5	12
CCC(=NCc1ccco1)c1c(O)n(C2CCCCC2)c(=O)[nH]c1=O	-3	12*	-3	-11	1	5	0.8	7	3	-13
C[C@@]12CC[C@@H](c3cc4c(cc3C1)OCO4)N2c1ccccc1	1	1	-2	0	3	16	-0.3	1	4	-5
Cc1ccc(/C=C2\C(=O)NC(=O)N(CCc3ccc(F)cc3)C2=O)o1	0	-14	-7	-14	-12	5	-0.1	-5	-4	-2
O=P(O)(O)COc1ccccc1O	5	-3	5	7	0	-11	-0.1	2	0	1
CC1=CC(=O)C2=C(C)CC(O)C3C(C)C(=O)OC3C12 (stereo not drawn)	-2	3	4	2	2	11	0.1	4	5	-9
CCOC(=O)[C@]12Cc3cc(C)ccc3[C@H]1N(C1CCCCC1)C(=O)c1cc(OC)ccc12	-2	-4	3	5	0	1	0.0	1	8	-12
OCCOCCO	4	1	2	-1	0	-2	-0.8	3	4	2
CN(C(=O)Oc1ccc(C(=O)c2ccc(Cl)cc2)cc1)c1ccccc1	0	4	0	-3	4	14	-0.4	-9	0	7
CC(=O)/C=C/c1ccccc1	-7	6	-1	-3	3	-4	0.2	4	13	-2
O=C(CCC(=O)N1CCC2(CC1)OCCO2)Nc1nnc(C2CCCCC2)s1	3	-7	-4	-5	-2	4	-0.1	-3	1	3
O=C1C2CCCN2C(c2cccs2)N1c1ccccn1 (stereo not drawn)	-3	1	-3	2	0	-2	0.4	-1	2	-8
O=C(Cn1ncc2c3ccccc3n(Cc3ccccc3F)c2c1=O)N1CCC2(CC1)OCCO2	-5	-2	3	-1	0	-6	-0.7	4	-2	-3
COC(=O)[C@H]1C[C@@]2(C)c3ccccc3N[C@H]2N1	2	4	9	10	1	.	1.0	-6	-2	.
CCC(=O)Nc1ccc(N2CCN(CC)CC2)c(Cl)c1	-5	4	2	4	4	0	0.0	-6	-1	8
COc1cccc(-n2c(C)nc3ccccc3c2=O)c1	2	0	-3	-3	5	3	-0.3	-6	6	-8
O=c1c2ccccc2nc(/C=C/c2ccccc2)n1-c1ccc(O)cc1	0	-42	1	-35	-28	4	0.6	-6	0	1
